Bioassay records (PubChem BioAssay)
IL-1B inflam inh = qHTS for Inhibitors of Inflammasome Signaling: IL-1-beta AlphaLISA Primary Screen; THP-1 LPS/ATP IL-1B secretion, AlphaLISA, 16 h; active compounds read low; activity change, % at 57.5 µM; 360,000 compounds, 4.7% hits; AID 743279, 2014; in the data active means activity change below about -50%; inconclusive means mostly about -30% to -49%; further: on the % scale 0 is the no-effect control and ±100 the full control effect
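Secreted IL-1B measured by AlphaLISA bead assay after 16 h compound exposure of THP-1 cells; compounds (final up to 57.5 uM) added 1 h before LPS (250 ng/mL) and ATP (1.25 mM) stimulation; lower signal means less secretion.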
HT1080 IDH1KD tx = qHTS for induction of synthetic lethality in tumor cells producing 2HG: qHTS for the HT-1080-IDH1KD cell line | 360,000 compounds, 2% hits | AID 686971, 2013 | HT-1080 IDH1 knockdown viability, ATP luminescence, 48 h | Potency, µM (highest dose often 46.1 µM), without a hit: at the highest dose activity, negative = toxicity, hits mostly cytotoxic;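 further: potency means the concentration at half of the fitted maximal effect; 0% = DMSO wells and -100% = cell-free medium wells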
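Cytotoxicity counter-line: IDH1KD HT-1080, 48 h, CellTiter-Glo. Curves classed by r2, magnitude and activity.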
SW480 rerep = A quantitative high throughput screen for small molecules that induce DNA re-replication in SW480 colon adenocarcinoma cells. SW480 DNA re-replication, Hoechst DNA content imaging, 48 h. Potency, µM (doses to about 46.1 µM), for inactives: at the top dose re-replication activation, most hits filed as activators. 340,000 compounds, 1.8% hits. AID 624297, 2012; further: potency means the concentration at half of the fitted maximal effect; % of control where 0% means no effect; nearly all actives have a fitted effect of over 55% in size
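Quantitative HTS format with DMSO vehicle controls; 48 hr drug incubation at 37 C, then 40 min Hoechst staining and scanning imager measurement at 405 nm excitation.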
GLP1R ag = qHTS of GLP-1 Receptor Agonists | HEK293 GLP-1R CRE-luciferase, luminescence, 4-6 h; cells express a hypersensitive GLP-1R form | Potency, µM (titrated, usually from 45.6 µM), for the others: at the top dose activation, actives largely listed as activators | 380,000 compounds, 0.007% hits; further: potency means the concentration at half of the fitted maximal effect; % of control where 0% means no effect
Target sequence (P43220 whole entry, looked up): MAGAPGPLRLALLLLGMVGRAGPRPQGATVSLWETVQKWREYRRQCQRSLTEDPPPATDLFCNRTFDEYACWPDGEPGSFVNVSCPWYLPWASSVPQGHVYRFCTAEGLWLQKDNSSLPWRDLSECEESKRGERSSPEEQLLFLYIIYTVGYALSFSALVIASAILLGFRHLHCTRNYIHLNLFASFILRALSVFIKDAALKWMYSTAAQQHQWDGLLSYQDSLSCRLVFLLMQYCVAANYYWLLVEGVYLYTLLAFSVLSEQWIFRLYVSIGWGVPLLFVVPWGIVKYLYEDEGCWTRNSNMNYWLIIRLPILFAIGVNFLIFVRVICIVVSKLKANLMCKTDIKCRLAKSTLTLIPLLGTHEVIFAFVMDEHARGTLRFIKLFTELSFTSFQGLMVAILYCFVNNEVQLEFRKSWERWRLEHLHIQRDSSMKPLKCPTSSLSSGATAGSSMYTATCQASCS
DRD3 antagonist = qHTS of D3 Dopamine Receptor Antagonist: qHTS. D3R cells, DiscoveRx beta-arrestin luminescence, antagonist mode; active compounds read low. max response, negative = inhibition, %. 360,000 compounds, 2.5% hits; in the data active means max response below about -50%; inconclusive means no clear call, values can overlap the other calls; further: on the % scale 0 is the no-effect control and ±100 the full control effect; mostly tested at two doses, the higher about 12 µM
Target sequence (P35462 whole entry, looked up): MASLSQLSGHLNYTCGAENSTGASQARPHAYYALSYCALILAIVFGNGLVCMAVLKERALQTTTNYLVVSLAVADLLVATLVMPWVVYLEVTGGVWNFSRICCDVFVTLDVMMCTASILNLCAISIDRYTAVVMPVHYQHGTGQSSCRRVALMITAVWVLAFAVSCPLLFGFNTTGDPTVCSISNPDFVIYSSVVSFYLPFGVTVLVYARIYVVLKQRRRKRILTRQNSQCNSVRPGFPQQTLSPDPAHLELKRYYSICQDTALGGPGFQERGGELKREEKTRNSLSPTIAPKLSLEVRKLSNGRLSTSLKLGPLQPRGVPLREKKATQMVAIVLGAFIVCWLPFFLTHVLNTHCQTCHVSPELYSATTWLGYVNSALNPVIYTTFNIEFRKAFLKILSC
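Cells plated overnight at 1500 cells/well, then exposed to library compounds with dopamine controls for 90 minutes at 37 degrees C. DiscoveRx reagent added for 30–60 minutes at room temperature; luminescence read, quantitative HTS format.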
HT1080-NT tox = qHTS for induction of synthetic lethality in tumor cells producing 2HG: qHTS for the HT-1080-NT fibrosarcoma cell line | HT-1080-NT fibrosarcoma viability, CellTiter-Glo ATP luminescence, 48 h | Potency, µM (titrated, usually from 46.1 µM), without a hit: at the highest dose activity, negative = less viability, most hits filed as cytotoxic | 360,000 compounds, 1.6% hits;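 further: NT is the 2HG producing partner of a matched IDH1 knockdown line; potency means the concentration at half of the fitted maximal effect; 0% = DMSO-treated cells and -100% = media-only wells without cells; nearly all actives have a fitted effect of over 55% in size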
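Read-out is CellTiter-Glo luminescence after 10 minutes at room temperature, following 48 hours' compound treatment of HT-1080-NT cells (750 cells/well, RPMI, 5% FBS, 37 degrees C).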
KB-V1 MDR tox = qHTS assay for MDR1-selective chemotherapeutics: Primary screen using the drug-selected MDR subline cells KB-V1. KB-V1 MDR cells viability, CellTiter-Glo, 72 h. Potency, µM (series often up to 46.1 µM), for inactives: at the top dose activity change, negative = cytotoxicity, usual class: cytotoxic. 400,000 compounds, 3.4% hits. AID 1347076, 2019; further: potency means the concentration at half of the fitted maximal effect; on the % scale 0 is the no-effect control and ±100 the full control effect; nearly all actives have a fitted effect of over 60% in size
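KB-V1, DMEM (no phenol red) + 10% FBS; cpd pin-transferred, titration series; 72 h, 37 degrees C; CellTiter-Glo, luminescence. Data normalized, curve-fit.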
KB-3-1 cytotox = qHTS assay for MDR1-selective chemotherapeutics: Primary screen using the parental adenocarcinoma cell KB-3-1. KB-3-1 viability, CellTiter-Glo ATP luminescence, 72 h. Potency, µM (top dose mostly 46.1 µM), for inactives: top-dose activity change, negative = cytotoxic, usual class: cytotoxic. 400,000 compounds, 1.4% hits. AID 1347075, 2019; further: potency means the concentration at half of the fitted maximal effect; on the % scale 0 is the no-effect control and ±100 the full control effect; nearly all actives have a fitted effect of over 60% in size
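KB-3-1 cells, DMEM (no phenol red) + 10% FBS; compound by pin transfer, 72 h, 37 °C. Readout: CellTiter-Glo luminescence after 10 min. Data normalized, curve-fitted.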
D3 ag = qHTS of D3 Dopamine Receptor Agonist: qHTS; 410,000 compounds, 0.58% hits; D(3) dopamine receptor (Homo sapiens), P35462; max activation, %; D3R DiscoveRx beta-arrestin cells, luminescence, 90 min; in the data active means max activation above about 30%; further: 0% is about no effect; mostly tested at two doses, the higher about 12 µM
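Agonist mode: compounds and dopamine controls were applied to plated cells for 90 min at 37 degrees C after an overnight attachment at 1500 cells/well. Luminescent read-out followed 30 - 60 minutes at room temperature with DiscoveRx detection reagent.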
* hit, by the source's call; ? = inconclusive; . = not tested or not shown; & = joins results of further samples; [ ] = remark or other dose. Unless noted, the call rests on the fitted dose curve; in most records, active means well fitted curve in the direction sought with a large enough effect; inconclusive means small, poorly fitted or top-dose-only effect, or another doubt; inactive means no such curve, though single readings can be large; an effect the other way counts as inactive or inconclusive. Not a hit list. About 12% of those tested had a hit in this group.

No.	canonical_smiles	D3 ag	KB-3-1 cytotox	DRD3 antagonist	KB-V1 MDR tox	GLP1R ag	IL-1B inflam inh	HT1080-NT tox	SW480 rerep	HT1080 IDH1KD tx
1	Cc1nc(S(=O)(=O)c2ccc(Cl)cc2)c(NCc2ccccc2)o1	1.2	-7.9%	-9.3	-14.6%	17.2%	3.8	13.8%	-14.8%	6.6%
2	FC(F)(F)c1cnc(N2CCC(=NOCc3ccc(Cl)cc3)CC2)c(Cl)c1	-15.4	?	-6.8	?	0.9%	-23.6	1.5%	?	1.5%
3	CC(=O)Nc1ccc(SCC(=O)N(CCC#N)c2cc(C)cc(C)c2)cc1	0.6	-11.4%	-10.0	-11.6%	2.2%	-5.2	-1.4%	2.1%	-2.8%
4	COc1ccc(NC(=O)Cn2c(=O)n(Cc3ccccc3)c(=O)c3sc4ccccc4c32)cc1	0.1	7.6%	.	0.0%	-0.8%	.	.	.	.
5	COCCn1c(SCC(=O)NCC2CCCO2)nc2c(c1=O)SC(C)C2 (stereo not given)	-1.6	-11.0%	0.0	-8.6%	-5.5%	-3.5	-1.3%	1.6%	-4.4%
6	CCCNC(=O)c1ccc(Cl)c(Cl)c1	0.4	4.3%	-4.5	0.1%	-12.9%	1.3	10.7%	-3.9%	9.3%
7	Cc1cnccc1CN(C)Cc1cn(C)nc1-c1ccc(Oc2ccccc2)cc1	4.9	8.4%	10.1	12.6%	28.9%	-22.5	?	2.0%	?
8	O=C(CCOc1ccccc1)NNC(=O)c1ccccc1	-13.4	-2.8%	-18.3	-6.8%	3.4%	5.0	9.3%	-4.2%	-2.0%

Next section, starting with the last two of the part before.
No.	canonical_smiles	D3 ag	KB-3-1 cytotox	DRD3 antagonist	KB-V1 MDR tox	GLP1R ag	IL-1B inflam inh	HT1080-NT tox	SW480 rerep	HT1080 IDH1KD tx
7	Cc1cnccc1CN(C)Cc1cn(C)nc1-c1ccc(Oc2ccccc2)cc1	4.9	8.4%	10.1	12.6%	28.9%	-22.5	?	2.0%	?
8	O=C(CCOc1ccccc1)NNC(=O)c1ccccc1	-13.4	-2.8%	-18.3	-6.8%	3.4%	5.0	9.3%	-4.2%	-2.0%
9	CCOc1cc(C(=O)OC(C(=O)NC(=O)NC)c2ccccc2)ccc1OCC(=O)N1CCOCC1 (stereo not given)	-8.2	0.5%	-21.5	32.1%	1.1%	14.3	0.6%	-5.7%	7.5%
10	C=CCn1c(O)c(C(CC)=NCc2cccnc2)c(=O)[nH]c1=O	-3.7	9.2%	-6.6	2.2%	2.2%	82.0	8.4%	1.7%	-0.4%
11	CCOc1ccccc1NC(=O)Cn1nc(-c2ccco2)ccc1=O	-2.2	6.9%	-2.3	3.2%	5.7%	-3.4	3.2%	-5.8%	2.1%
12	Cc1ccccc1OCCC(=O)Nc1ccc(F)c(Cl)c1	0.9	-3.4%	1.3	-2.7%	-7.3%	-60.6*	-18.3%	-10.4%	-8.5%
13	Cc1c(C(=O)Nc2ccc(-c3nnc4n3CCCCC4)cc2)oc2ccc(Br)cc12	-4.5	-0.2%	10.5	8.2µM*	-0.3%	-64.5*	-8.6%	-15.0%	-13.8%
14	CCOc1ccc(Br)cc1S(=O)(=O)NC(=O)c1ccccc1	4.4	3.1%	10.4	6.3%	-1.4%	11.8	0.6%	-51.2%[inhibitor]	6.3%
15	O=C(Cn1c(=O)c2ccccc2n(CC(=O)Nc2ccc(F)cc2F)c1=O)NCCc1ccccc1	-6.9	10.2%	.	11.2%	-2.1%	.	.	.	.
16	CCN(CC)C(=O)c1cccc(-c2csc(C(O)c3ccc(OC)cc3)n2)c1 (stereo not given)	0.9	?	33.7	18.4µM*	6.7%	8.2	-13.0%	.	?

Next part.
No.	canonical_smiles	D3 ag	KB-3-1 cytotox	DRD3 antagonist	KB-V1 MDR tox	GLP1R ag	IL-1B inflam inh	HT1080-NT tox	SW480 rerep	HT1080 IDH1KD tx
17	O=S(=O)(NCCCO)c1ccc2c(c1)Cc1cc(S(=O)(=O)NCCCO)ccc1-2	-9.5	-0.4%	0.0	21.7%	10.1%	4.8	3.4%	-6.4%	10.5%
18	O=S(=O)(c1ccc(F)cc1)N1CCN(S(=O)(=O)c2cc(F)ccc2F)CC1	-1.5	15.3%	3.9	0.5%	-16.7%	6.9	18.1%	?	9.2%
19	CC(=O)Nc1nnc(COc2ccc(Cl)cc2)s1	2.6	-9.5%	-21.5	-2.4%	-4.7%	4.8	-0.4%	-0.3%	-25.2%
20	Cc1cccc(N2CC(C(=O)O)CC2=O)c1C (stereo not given)	8.1	3.6%	8.6	-2.9%	-1.2%	15.5	17.6%	-7.1%	12.6%
21	O=C(Nc1ccccc1)C1=C[C@H](C2CCCCC2)C[C@H](OCCCCO)O1	3.3	1.0%	-6.8	1.7%	10.4%	-11.0	8.8%	13.6%	11.6%
22	CCOC(=O)Cn1c(-c2cccnc2)nc(-c2ccccc2)c1-c1ccccc1	9.0	-0.4%	16.5	-10.5%	28.3%	-12.6	-11.1%	-9.1%	-8.6%
23	Cc1cccc(N2Cc3ccc(Br)cc3C2)c1	20.2	-3.5%	2.1	?	1.0%	10.4	4.0%	-0.8%	10.4%
24	CN(C(=O)CSC1=Nc2ccccc2C2=NC(c3ccccc3)C(=O)N12)C1CCCCC1 (stereo not given)	-6.1	8.6%	-55.2*	5.17µM*	5.3%	7.2	-7.9%	9.5%	-12.6%

Continuation:
No.	canonical_smiles	D3 ag	KB-3-1 cytotox	DRD3 antagonist	KB-V1 MDR tox	GLP1R ag	IL-1B inflam inh	HT1080-NT tox	SW480 rerep	HT1080 IDH1KD tx
25	CCCN1CCCC[C@H]1C(=O)Nc1c(C)cccc1C	11.2&-13.6	-0.1%	-11.9	-2.0%	-5.7%&-5.6%	4.2	1.0%	5.1%&1.6%	5.5%
26	CCc1cc(C(=O)N(CCCOC)c2c(N)n(Cc3ccccc3)c(=O)[nH]c2=O)sc1C	0.5	4.5%	11.5	17.0%	10.8%	0.2	1.6%	-79.4%[inhibitor]	-0.9%
27	Cc1ccc(CCC(=O)Nc2ccccc2C(=O)O)o1	4.1	-18.4%	2.3	-10.8%	-0.6%	-3.7	-2.4%	-10.7%	-0.4%
28	O=C(COC(=O)c1ccc(F)cc1)NCc1ccc(F)cc1	-0.3	?	6.4	?	-4.0%	21.8	2.1%[9.24 µM]	2.5%	8.5%
29	COc1ccc(N2CCN(C(=O)C34CCC(C)(C(=O)C3)C4(C)C)CC2)cc1 (stereo not given)	1.7	12.5%	39.0	-14.0%	-2.3%	-0.3	8.3%	-7.6%	11.6%
30	CCOC(=O)Cc1csc(NC(=O)CSc2nnc(-c3ccc(NS(=O)(=O)CC)cc3)o2)n1	5.4	25.9%	22.5	0.0%	4.5%	5.9	-0.1%	3.6%	7.7%
31	CCC(CC)C(=O)NCCc1cc2ccc(OC)cc2[nH]c1=O	-0.1	2.7%	19.1	?	0.3%	11.4	2.9%	-3.8%	8.4%
32	Cn1c(=O)[nH]c(=O)c2c1nc(N1CCOCC1)n2CCSc1nc2ccccc2[nH]1	11.4	30.5%	6.4	3.7%	3.3%	73.0	7.0%	0.8%	-7.7%

(cont.)
No.	canonical_smiles	D3 ag	KB-3-1 cytotox	DRD3 antagonist	KB-V1 MDR tox	GLP1R ag	IL-1B inflam inh	HT1080-NT tox	SW480 rerep	HT1080 IDH1KD tx
33	Cc1ccc(NC(=O)CSCc2ccco2)cc1	-3.4	18.7%	7.3	0.2%	17.6%	-24.2	5.8%	-2.0%	12.1%
34	COc1ccc(C(NC(=O)CN2C(=O)NC3(CCc4ccccc43)C2=O)c2ccccc2)cc1 (stereo not given)	-0.5	-15.4%	-2.6	-27.0%	-3.5%	?	?	?	?
35	COc1ccc(C(=O)N2CCN(Cc3ccccc3[N+](=O)[O-])CC2)cc1	1.1	-4.7%	-9.3	-0.3%	2.5%	-15.9	-4.4%	-20.8%	-0.2%
36	CSCc1c(C(=O)NCCc2ccccn2)oc2ccccc12	-13.6	0.7%	-15.1	-29.8%	13.2%	-8.9	9.9%	8.3%	6.6%
37	COc1ccc(-c2nsc3c(N4CCCC4)ncnc23)cc1	-0.7	10.7%	-2.5	1.4%	-10.5%	9.8	?	-2.8%	9.1%
38	C/C(=N\NC(=O)CCc1ccc(S(=O)(=O)N2CCOCC2)cc1)c1ccccc1Cl	-6.2	-4.4%	-8.7	?	3.7%	-0.4	12.5%	1.3%	14.2%
39	Cc1cc(C(=O)CSc2nnc(C3CC3)n2C2CC2)c(C)n1C(C)C	-10.4	8.0%	-5.0	-13.3%	4.4%	-29.8	12.1%[9.24 µM]	19.9%	16.2%
40	O=C1CN(S(=O)(=O)c2ccccc2C(F)(F)F)CCN1	-2.5	0.4%	4.7	2.9%	0.1%	18.7	8.1%	0.5%	8.9%
41	O=C(O)c1ccc(COc2ccccc2/C=C2\NC(=O)N(Cc3ccccc3F)C2=O)cc1	-10.5	-12.6%	3.5	25.0%	12.2%	-23.4	?	-3.9%	-16.0%
42	Cc1cc(=O)oc2cc(OCC(=O)NCCCN3CCCC3=O)c(Cl)cc12	1.0	-15.6%	-1.2	-39.1%	9.4%	2.8	8.7%	1.4%	5.2%
43	c1ccc(-c2noc(CN3CCN(c4ccccc4)CC3)n2)cc1	-0.9	-13.1%	-5.1	-17.5%	16.0%	20.5	0.0%	-5.6%	6.5%
